Source: PubChem (National Center for Advancing Translational Sciences (NCATS))
TCR act: T cell receptor activation. 330,000 tested, under 10 active. primary human leukocytes, anti-CD3, IL-2 HTRF, 48 h. Potency, µM (top dose mostly 9.22 µM), without a hit: at the highest dose activation of IL-2 secretion, usual class: activators. AID 504894; also: % of control where 0% means no effect
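48 hr co-incubation of compounds, a-CD3 beads and primary human leukocytes; IL-2 quantified homogeneously by HTRF with anti-IL-2 K and d2 conjugates.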
A-T KAP1 phos: potential ataxia-telangiectasia treatment; Potency, µM (series often up to 57.5 µM), inactives show top-dose activation, actives largely listed as activators; […] A-T fibroblasts, KAP-1 phosphorylation AlphaLISA; neocarzinostatin DNA damage 30 min before lysis; 0.19% of 320,000 active; AID 485349; also: potency is read from the fitted curve at half-maximal effect; % of control where 0% means no effect; nearly all actives have a fitted effect of over 45% in size
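ATM-like activity read as KAP-1 phosphorylation via AlphaLISA donor/acceptor antibody pairs after lysis and 6 hr at 25C. Cells were ATM-null patient fibroblasts ([…], hTERT), dosed 60 min, then exposed to the DSB inducer NCS for 30 min.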
USP2a block: blocks human ubiquitin-specific protease USP2a; O75604; USP2 core, Ub-CHOP2 coupled fluorogenic reporter, 485/531; Potency, µM (doses to about 38.3 µM), without a hit: top-dose activity change, negative = inhibition, most hits filed as inhibitors; 0.01% of 330,000 active;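 also: potency is read from the fitted curve at half-maximal effect; plate controls were DMSO wells for no effect and full inhibition by NEM control for full effect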
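Cell-free coupled assay: 10nM USP2 core preincubated 30min RT with compound in Tris-HCl pH 8.0/CaCl2/CHAPS buffer, then 25nM Ub-CHOP2 and 25nM reporter substrate; fluorescence (Ex 485/Em 531) read after 60min RT, normalized to NEM inhibition, concentration-response curves fitted.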
ELG1 repair inh: ELG1-dependent DNA repair inhibition; HEK293T ELG1-luciferase reporter, luminescence, 16 h; DNA damage induced by 5-fluorouridine; Potency, µM (doses to about 46.1 µM), inactives show at the highest dose activity change, negative = inhibition, hits mostly inhibitors; 2.3% of 330,000 active; AID 504467; also: potency is read from the fitted curve at half-maximal effect; % is scaled to controls: 0 for no effect and ±100 for the full control effect; nearly all actives have a fitted effect of over 55% in size
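Overnight (16 hr) co-exposure of 2,000 cells/well to 5-fluorouridine and compound at 37 °C preceded detection. Luciferase was quantified via ONE-Glo luminescence; loss of signal denotes inhibition.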
TRPV1 ag: agonists of human vanilloid receptor 1 (TRPV1). AID 540275. activation, % at 8.33 µM. TRPV1-expressing cells, Fluo-8 calcium influx, agonist mode. 0.19% of 320,000 active; in the data active = activation above about 80%; inconclusive = between about 30% and that limit; also: 0% is about no effect
Target sequence (Q8NER1 whole entry, looked up): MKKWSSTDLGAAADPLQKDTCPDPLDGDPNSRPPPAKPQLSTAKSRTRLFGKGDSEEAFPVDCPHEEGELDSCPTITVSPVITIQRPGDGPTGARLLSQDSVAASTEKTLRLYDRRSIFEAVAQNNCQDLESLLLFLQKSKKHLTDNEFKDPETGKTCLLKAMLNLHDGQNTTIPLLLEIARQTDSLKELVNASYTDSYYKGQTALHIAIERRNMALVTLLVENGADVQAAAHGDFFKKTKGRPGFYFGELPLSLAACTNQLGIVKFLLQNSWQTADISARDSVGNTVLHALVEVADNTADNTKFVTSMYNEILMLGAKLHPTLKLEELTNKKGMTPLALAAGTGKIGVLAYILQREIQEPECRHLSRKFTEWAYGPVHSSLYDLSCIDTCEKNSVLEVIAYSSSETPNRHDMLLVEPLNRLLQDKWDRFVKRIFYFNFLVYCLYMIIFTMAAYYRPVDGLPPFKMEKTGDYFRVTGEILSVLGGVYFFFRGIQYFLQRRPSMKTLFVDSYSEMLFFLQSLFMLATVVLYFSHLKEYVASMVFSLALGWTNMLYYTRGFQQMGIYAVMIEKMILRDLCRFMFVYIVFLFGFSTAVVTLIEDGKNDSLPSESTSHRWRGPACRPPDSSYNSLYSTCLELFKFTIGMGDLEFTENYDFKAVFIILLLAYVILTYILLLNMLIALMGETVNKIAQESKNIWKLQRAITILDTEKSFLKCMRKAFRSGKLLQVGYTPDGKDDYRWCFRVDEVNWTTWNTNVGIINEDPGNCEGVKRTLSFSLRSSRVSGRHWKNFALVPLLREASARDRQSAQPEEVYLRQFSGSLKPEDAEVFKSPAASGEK
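Fluo-8 calcium influx in TRPV1-expressing cells, kinetic read (ex 480/em 520 nm). Compound added and read 3 min for agonist activity, followed by capsaicin at EC20 final and 2 min further read for enhancement.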
KCNH2 WT inh: KCNH2 (human, wildtype) channel inhibition | activity change, % at 1.84 µM | Q12809 | U2OS, BacMam KCNH2, thallium flux FluxOr; stronger effect = lower value | 0.37% of 340,000 active;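 active = maximum activity change below -70%; inconclusive = maximum activity change between -70% and -50%; inactive = maximum activity change above -50%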; also: % is scaled to controls: 0 for no effect and ±100 for the full control effect
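U2OS cells were transduced with wild-type KCNH2 virus (2.03 x 10^8 / mL) for 4 h at room temperature, then cultured overnight at 37 C. Thallium flux was read with FluxOr dye. Rate constants were normalized to DMSO controls.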
KCNH2 3.1 block: blocks the human KCNH2 3.1 channel isoform; U2OS KCNH2 3.1, thallium flux FluxOr; stronger effect = lower value; activity change, % (tested at about 1.8 µM); 0.95% of 340,000 active; AID 720553;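 active = maximum activity change below -70%; inconclusive = maximum activity change from -70% to -50%; inactive = maximum activity change above -50%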;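 also: thallium influx rate constant from kinetic fluorescence after stimulation buffer; % is scaled to controls: 0 for no effect and ±100 for the full control effect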
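Normalized rate constant (relative to positive and negative DMSO controls) derived from a 2 min kinetic fluorescence read after stimulation; U2OS cells expressing the 3.1 isoform via virus at 1.77 x 10^8 /mL.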
Eya2 inh: blocks the phosphatase activity of human Eya2; recombinant Eya2, OMFP fluorescence dephosphorylation (OMFP is methylfluorescein phosphate); AID 488837; 0.006% of 330,000 active; Potency, µM (doses to about 76.9 µM), for inactives: at the top dose activity, negative = inhibition, most hits filed as inhibitors; also: potency is read from the fitted curve at half-maximal effect; % is scaled to controls: 0 for no effect and ±100 for the full control effect
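Eya2 protein (added as 0.2 uM solution) was preincubated with compound for 10 min at ambient temperature in 50 mM HEPES pH 7.5, 50 mM NaCl, 5 uM MgCl2, 0.05% BSA, 1 mM DTT. OMFP (added at 50 uM) then reacted 10 min; fluorescence read at 485/525 nm.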
Mito fusion act: inhibitors of mitochondrial division or activators of mitochondrial fusion | S. cerevisiae fusion-defective mutant growth rescue, CellTiterGlo 48 h | Potency, µM (top dose mostly 46.1 µM), for inactives: at the highest dose growth rescue (activation), most hits filed as activators | 0.23% of 320,000 active | AID 485298;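 also: potency is read from the fitted curve at half-maximal effect; % of control where 0% means no effect; nearly all actives have a fitted effect of over 45% in size; temperature-sensitive fusion mutants such as fzo1-1 at 37 °C on non-fermentable ethanol glycerol medium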
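Compounds are tested for their ability to restore growth of mitochondrial fusion-defective yeast strains at non-permissive 37C in YPEG medium over 48 hours. Viability is quantified by luciferase luminescence.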
TSHR antag: human thyrotropin receptor antagonism | TSHR-expressing cells, TSH-stimulated cAMP HTRF, 2 h; stronger effect = lower value | activity change, negative = inhibition, % at 11.5 µM | 0.2% of 330,000 active | P16473;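 active = activity change below a set negative limit, meaning inhibition stronger than a set level, cut at about -70% in these data; inconclusive = activity change between two set negative limits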; also: % is scaled to controls: 0 for no effect and ±100 for the full control effect
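Competitive HTRF cAMP read-out (cryptate anti-cAMP antibody, cAMP-d2; 30 min, room temperature) in freshly harvested TSHR cells. Compounds added before TSH at EC80 (4nM final), followed by 2 hours' incubation at 37 deg C.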
Numbers without * were called inactive; i = inactive; ? = inconclusive; nt = not tested or not shown; [ ] = another dose, or the depositor's remark. Unless noted, calls follow the shape of the dose curve; as a rule, active = well fitted curve in the direction sought with a large enough effect; inconclusive = small, poorly fitted or top-dose-only effect, or another doubt; inactive = no such curve, though single readings can be large; an effect the other way counts as inactive or inconclusive.

No. | smiles | TCR act | A-T KAP1 phos | USP2a block | ELG1 repair inh | TRPV1 ag | KCNH2 WT inh | KCNH2 3.1 block | Eya2 inh | Mito fusion act | TSHR antag
1 | CCOc1ccc(NS(=O)(=O)c2cc(Cl)ccc2OC)cc1 | -3% | nt | nt | nt | 7 | -3 | 3 | nt | -19% | nt
2 | CCC1=NN(C(=O)C(=O)Nc2ccc(OC)cc2)C(O)(C(F)(F)F)C1 (configuration not stated) | 5% | -1% | 11% | ? | -2 | 9 | 13 | 0% | -3% | 44
3 | COc1ccc(-c2[nH]ncc2/C=N\NC(=O)c2cccs2)cc1OC | -2% | 4% | -2% | 0% | 0 | -2 | 4 | -1% | 1% | 6
4 | Cc1cccc(NC(=S)N(CCN(C)C)C(C)c2ccco2)c1 (configuration not stated) | -2% | -1% | 2% | -5% | 3 | -5 | 9 | 4% | -8% | 13
5 | COc1ccc(N2CCN(S(=O)(=O)CCNC(=O)C(C)Oc3ccccc3)CC2)cc1 (configuration not stated) | 0% | 0% | 0% | -6% | -1 | -2 | -27 | -7% | 4% | 5
6 | Cc1oc2cc3oc(=O)ccc3cc2c1C | -5% | 9% | 1% | ? | 5 | 5 | 7 | -6% | 3% | -3
7 | COc1cc(/C=N/NC(=O)c2sc3ccccc3c2Cl)ccc1OC(=O)c1ccc([N+](=O)[O-])cc1 | -6% | 14% | 0% | 21% | 1 | 14 | 8 | 17% | -3% | -1
8 | COc1ccc(S(=O)(=O)CCC(=O)Nc2cccc(OC)c2)cc1 | nt | -1% | 5% | 2% | 4 | nt | nt | -26% | 15% | 9
9 | Cc1ccc(-c2cc(C(=O)O)c3ccccc3n2)c(C)c1 | 0% | 2% | 2% | ? | -1 | 3 | -2 | 6% | 5% | 2
10 | C=CCN1C(=O)[C@]2(c3ccccc31)C1CCCC=C1C(C#N)=C(N)C2(C#N)C#N (some centres not stated) | 0% | -5% | -4% | 2% | 29 | 8 | -21 | -29% | 1% | 0
11 | CC1CCc2nc(NCCO)nc(C(F)(F)F)c2C1 (configuration not stated) | -5% | 2% | 2% | 15% | -1 | 0 | 18 | -17% | 6% | nt
12 | CN(Cc1ccccc1)Cc1c(O)ccc2ccccc12 | 9% | 4% | 4% | 2% | 5 | 2 | 13 | 10% | -1% | -6
13 | Fc1ccc(OCCCCN2CCOCC2)cc1 | 2% | 2% | 3% | -6% | 3 | 10 | 8 | 19% | 11% | 3
14 | Cc1c(O)ccc(NS(=O)(=O)c2ccccc2)c1C | 4% | 2% | 1% | 7% | 0 | 9 | -8 | 5% | 0% | 8
15 | O=S(=O)(Nc1ncccn1)c1ccc(NC(=S)Nc2cccc(Cl)c2)cc1 | nt | -4% | -3% | -24% | -3 | nt | nt | -6% | 0% | -6
16 | O=C(NCc1ccccc1)C1CC(=O)N(c2ccc(OCC(=O)N3CCOCC3)cc2)C1 (configuration not stated) | -3% | -1% | -1% | 12% | 0 | -22 | 2 | 13% | 1% | -1
17 | CC1CCC(NCc2ccco2)CC1 (configuration not stated) | -3% | 2% | 0% | -4% | 0 | -2 | 1 | 5% | -3% | 1
18 | CC(C)(C)c1csc(NC(=O)C2=COCCO2)n1 | -2% | 0% | -1% | ? | 20 | -21 | -4 | 16% | -1% | -1
19 | O=C(CC1SC(=O)N(c2ccccc2)C1=O)Nc1ccc(Br)cc1 (configuration not stated) | -2% | -8% | 1% | 0% | -6 | -6 | 7 | 0% | 0% | -3
20 | O=C(Nc1nccs1)C1CC(=O)N(CCc2ccccc2)C1 (configuration not stated) | 0% | -6% | 1% | 2% | 3 | -1 | -5 | 2% | -3% | 0
21 | Cc1c(C)c2ccc(OCC(=O)N3CCC(C(=O)O)CC3)cc2oc1=O | -2% | -3% | -1% | 13% | -1 | 1 | -2 | 9% | -4% | 8
22 | Cc1cc(NC(=O)COC(=O)COc2cccc3c2OC(C)(C)C3)no1 | 4% | 0% | -1% | -3% | -1 | -2 | 1 | 19% | 1% | 4
23 | CCN(CC(=O)Nc1c(F)cccc1F)C(=O)c1ccc(NC(=O)CC2SC(N3CCCC3)=NC2=O)cc1 (configuration not stated) | 2% | 7% | 1% | ? | -7 | 6 | 1 | -8% | 1% | 13
24 | Cc1nc2ccccn2c1C(=O)NC1CCCCC1 | -9% | 0% | 3% | 0% | -2 | 4 | 7 | -1% | 12% | -15
25 | CCC(=O)C1CCCN(C(=O)CCc2nnc(-c3ccc(C(C)=O)s3)o2)C1 (configuration not stated) | 6% | 3% | 1% | ? | 4 | -34 | 0 | 10% | 5% | -11
26 | COc1ccccc1N1CCN(C(c2cccs2)C(C)NC(=O)C(=O)N2CCCCC2)CC1 (configuration not stated) | 2% | -4% | 1% | ? | 27 | -4 | -1 | 0% | -2% | -2
27 | Cc1cccc(NC(=O)C2CCCN(S(=O)(=O)c3cccs3)C2)c1C (configuration not stated) | 7% | 1% | 0% | -28% | 0 | -6 | 5 | ? | 11% | 5
28 | COc1ccc(C2c3ccc(O)cc3Oc3ncn(CCN4CCOCC4)c(=N)c32)cc1OC (configuration not stated) | -2% | 11% | 1% | -17% | -3 | -1 | -13 | ? | 2% | -5
29 | C=C[C@](C)(CC[C@@]1(C)C(C)CC(OC2OC(C)C(OC3OC(COC(C)=O)C(O)C(O)C3O)C(O)C2O)[C@@]2(C)C(C)=CCCC12)OC1OC(C)C(O[C@@H]2O[C@@H](C)C(O)C(O)[C@H]2O)C(O)C1O (some centres not stated) | -2% | 30% | -20% | ? | nt | 6 | 0 | -25% | nt | 48
30 | O=C(CSCc1cnn(-c2ccccc2)c1-n1cccc1)NCc1ccccn1 | -17% | -3% | 1% | -1% | 22 | 0 | -2 | 5% | -4% | 12
31 | COC(=O)c1c(-c2ccc(Br)cc2)csc1NC(=O)Cc1ccc(OC)c(OC)c1 | 6% | 1% | 1% | 18µM* | 0 | -2 | -8 | 12% | -4% | -29
32 | COc1ccc(/C=C(\CC(=O)O)c2nc3ccccc3o2)cc1 | nt | -1% | 6% | ? | 4 | -5 | -9 | -14% | 17% | 12
33 | N=C1S/C(=C\c2cccc3ccccc23)C(=O)N1c1ccc(F)cc1 | -1%[46.1 µM] | -1% | 3% | -22% | 6 | 7 | -28 | -3% | 7% | -5
34 | CSc1ccc(CCNC(=O)C2CCN(c3nnc(-n4cccc4)s3)CC2)cc1 | 4% | -6% | -1% | -7% | -1 | 8 | 11 | 0% | -3% | -2
35 | O=C(CN(c1ccccc1F)S(=O)(=O)c1ccccc1)Nc1ccccc1C(=O)N1CCOCC1 | 6% | 0% | 3% | 5% | 1 | i | 0 | 2% | 13% | 8
36 | Cc1ccc(NC(=S)N2CCC(NC(=O)c3ccc(F)cc3)CC2)cc1 | 1% | 5% | 0% | -22% | -2 | 5 | -7 | 5% | -14% | 7
37 | N#CC1(NC(=O)COc2cc(F)ccc2[N+](=O)[O-])CCCCC1 | 2% | -10% | 1% | -2% | 12 | 6 | -15 | -11% | -2% | -10
38 | Cc1cc(C)cc(N(CCC(=O)O)S(=O)(=O)c2ccc3ccccc3c2)c1 | -1%[46.1 µM] | nt | -1% | -16% | -1 | 16 | -7 | 6% | 0% | 21
39 | C=CCn1c(CSc2nc3ccccc3s2)nnc1SCC(=O)NCCN1CCOCC1 | -8% | 11% | 0% | -3% | -1 | 7 | -2 | 9% | -1% | -2
40 | Cc1ccc(C(C)NC(=O)COC(=O)C2=COCCO2)cc1C (configuration not stated) | 4% | 1% | 3% | 10% | -1 | -6 | -3 | -15% | -2% | 1

In the list so far, these have a thiophene ring, fused or not.
No. | smiles | TCR act | A-T KAP1 phos | USP2a block | ELG1 repair inh | TRPV1 ag | KCNH2 WT inh | KCNH2 3.1 block | Eya2 inh | Mito fusion act | TSHR antag
3 | COc1ccc(-c2[nH]ncc2/C=N\NC(=O)c2cccs2)cc1OC | -2% | 4% | -2% | 0% | 0 | -2 | 4 | -1% | 1% | 6
7 | COc1cc(/C=N/NC(=O)c2sc3ccccc3c2Cl)ccc1OC(=O)c1ccc([N+](=O)[O-])cc1 | -6% | 14% | 0% | 21% | 1 | 14 | 8 | 17% | -3% | -1
25 | CCC(=O)C1CCCN(C(=O)CCc2nnc(-c3ccc(C(C)=O)s3)o2)C1 (configuration not stated) | 6% | 3% | 1% | ? | 4 | -34 | 0 | 10% | 5% | -11
26 | COc1ccccc1N1CCN(C(c2cccs2)C(C)NC(=O)C(=O)N2CCCCC2)CC1 (configuration not stated) | 2% | -4% | 1% | ? | 27 | -4 | -1 | 0% | -2% | -2
27 | Cc1cccc(NC(=O)C2CCCN(S(=O)(=O)c3cccs3)C2)c1C (configuration not stated) | 7% | 1% | 0% | -28% | 0 | -6 | 5 | ? | 11% | 5
31 | COC(=O)c1c(-c2ccc(Br)cc2)csc1NC(=O)Cc1ccc(OC)c(OC)c1 | 6% | 1% | 1% | 18µM* | 0 | -2 | -8 | 12% | -4% | -29

An excerpt. The share of hits here may be higher or lower than overall.
